# High-throughput results (PubChem BioAssay)
# DAX1 inh-1 – NR0B1 (DAX1) inhibition. P51843. HEK293 Gal4-DAX1 luciferase reporter, luminescence. 0.99% of 340,000 active. AID 504766. inhibition, % at 6.75 µM;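 active means inhibition above the mean over all tested compounds plus 3 SD, cut at about 4.2% in these data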;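 further: 0% = DAX1-transfected cells with DMSO and 100% = empty-vector control cells with DMSO; inhibition shows as a rise in luminescence from relieved DAX1 repression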
# FXN GAA850 act – increases GAA850 frataxin promoter reporter activity | HEK293 lucGAA850 FXN promoter luciferase reporter, 24 h; percent of 10 µM SAHA response | activation, % at 6 µM | 0.56% of 360,000 active;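 active means activation above the average of all compounds screened plus 3 SD, cutoff fixed separately per campaign, cut at about 7.5% in these data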;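 further: 0% = DMSO wells and 100% = 10 µM SAHA wells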
# PLCb3 inh – inhibitors of human phospholipase C beta3 | Q01970 | Purified PLC-beta3, fluorogenic substrate, fluorescence | inhibition, % at 12.2 µM | 0.18% of 370,000 active | AID 720704; in the data active means inhibition above about 11%;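 further: 0% = median of compound wells on plate and 100% = full blocker control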
# Target sequence (Q01970 whole entry, looked up): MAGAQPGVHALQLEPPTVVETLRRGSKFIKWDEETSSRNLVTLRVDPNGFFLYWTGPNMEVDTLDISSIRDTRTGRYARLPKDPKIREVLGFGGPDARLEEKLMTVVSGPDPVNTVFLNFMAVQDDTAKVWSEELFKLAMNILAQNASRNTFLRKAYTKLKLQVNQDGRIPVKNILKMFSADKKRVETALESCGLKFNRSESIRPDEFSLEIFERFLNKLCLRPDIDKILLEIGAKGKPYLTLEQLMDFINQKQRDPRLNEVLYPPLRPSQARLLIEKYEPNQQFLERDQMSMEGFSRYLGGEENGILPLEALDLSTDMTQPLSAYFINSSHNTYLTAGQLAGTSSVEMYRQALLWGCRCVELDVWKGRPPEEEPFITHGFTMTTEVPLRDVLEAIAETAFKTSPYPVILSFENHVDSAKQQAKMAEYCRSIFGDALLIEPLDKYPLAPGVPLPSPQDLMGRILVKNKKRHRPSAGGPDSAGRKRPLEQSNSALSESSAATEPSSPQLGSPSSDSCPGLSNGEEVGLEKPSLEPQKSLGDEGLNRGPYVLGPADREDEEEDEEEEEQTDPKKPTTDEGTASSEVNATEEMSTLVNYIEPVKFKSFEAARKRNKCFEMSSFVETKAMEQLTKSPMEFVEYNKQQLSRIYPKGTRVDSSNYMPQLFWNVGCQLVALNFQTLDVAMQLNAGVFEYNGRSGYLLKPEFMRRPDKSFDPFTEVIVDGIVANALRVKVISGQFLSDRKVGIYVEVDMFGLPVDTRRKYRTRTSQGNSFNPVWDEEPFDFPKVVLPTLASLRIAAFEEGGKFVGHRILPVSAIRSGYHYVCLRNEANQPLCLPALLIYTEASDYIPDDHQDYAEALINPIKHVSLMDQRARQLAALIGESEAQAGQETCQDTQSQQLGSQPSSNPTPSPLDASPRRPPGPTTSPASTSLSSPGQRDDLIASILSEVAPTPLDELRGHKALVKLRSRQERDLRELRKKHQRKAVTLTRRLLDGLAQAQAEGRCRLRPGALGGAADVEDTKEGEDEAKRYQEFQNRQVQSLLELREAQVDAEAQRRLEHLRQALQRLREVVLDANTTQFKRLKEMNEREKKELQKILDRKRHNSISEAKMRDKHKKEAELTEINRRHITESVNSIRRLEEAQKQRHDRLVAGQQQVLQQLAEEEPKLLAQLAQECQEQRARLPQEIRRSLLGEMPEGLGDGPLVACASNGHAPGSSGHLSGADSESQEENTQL
# sPLA2-III inh – Blocks human group III sPLA2 activity; AID 743126; Q9NZ20; 0.56% of 370,000 active; QFRET BODIPY PC-A2 liposome hydrolysis, fluorescence; inhibition, % at 12.2 µM;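 active means inhibition above mean plus 3 SD of compounds lying within the high and low control bounds, cut at about 19% in these data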;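 further: 0% = median of test compound wells and 100% = no enzyme DMSO wells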
# ADAM17 inh – inhibits human ADAM17; P78536; recombinant ADAM17, EDANS/DABCYL FRET peptide cleavage; inhibition, % at 6.95 µM; 0.83% of 370,000 active;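 active means inhibition above the mean of compounds lying between control limits plus 3 SD, set per campaign, cut at about 8.5% in these data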;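 further: 0% = DMSO-only wells as the low control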
# DAX1 inh-2 – inhibitors of DAX1 repression of SF-1 activated StAR promoter | HEK293T StAR-luciferase reporter, SF-1/DAX-1 repression relief | inhibition, % at 6.8 µM | 1.1% of 370,000 active | AID 652010;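 active means inhibition above the mean over all tested compounds plus 3 SD, cut at about 3.6% in these data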;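 further: 0% = DAX-1 cells with DMSO and 100% = cells lacking DAX-1 with DMSO; higher inhibition means more luminescence from relief of DAX-1 repression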
# PLCg1 inh – inhibitors of human phospholipase C gamma1; 0.84% of 370,000 active; purified PLC-gamma1, fluorogenic substrate, fluorescence; P19174; inhibition, % at 12.2 µM; in the data active means inhibition above about 9.5%
# hcDAF12 agonist – activates DAF-12 receptor from parasite H. contortus | HEK293 hcDAF-12 lit1-tk-luc reporter, luminescence; 0% DMSO, 100% Δ7-dafachronic acid | activation, % at 6.8 µM | 1.4% of 370,000 active | AID 652067;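 active means activation above the mean of all tested compounds plus 3 SD, cut at about 5.5% in these data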;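 further: 100% = response to 3 µM Δ7-dafachronic acid high control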
# ADAM10 inh – inhibits human ADAM10 | inhibition, % at 7 µM | 0.62% of 370,000 active | recombinant ADAM10, EDANS/DABCYL FRET peptide cleavage, 3 h;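 active means inhibition above a per-campaign cutoff equal to the mean of compounds falling between control-based bounds plus 3 SD, cut at about 20% in these data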;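 further: 0% = DMSO wells while the 100% control is not disclosed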
# hgDAF12 agonist – activates the H. glycines DAF-12 receptor ligand-binding domain. 1.8% of 370,000 active. HEK293 GAL4-hgDAF12 UAS-luciferase reporter, agonist luminescence; normalized to butyrate control. activation, % at 6.8 µM. AID 687014;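 active means activation above a cutoff set at the mean of all screened compounds plus 3 SD, cut at about 10% in these data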;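 further: 0% = DMSO wells and 100% = sodium butyrate wells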
# ssDAF-12 act – activates DAF-12 receptor from parasite S. stercoralis. HEK293 ssDAF-12/GRIP1 lit1-tk-luc reporter, luminescence; % of 3 µM dafachronic acid response. activation, % at 6.8 µM. 1% of 370,000 active;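 active means activation above the mean over all tested compounds plus 3 SD, cut at about 0.9% in these data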;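 further: 0% = DMSO-only wells and 100% = 3 µM delta7-dafachronic acid wells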
# The depositor's hits bear a star; nt = no result given.
SMILES	hcDAF12 agonist	DAX1 inh-1	DAX1 inh-2	PLCg1 inh	sPLA2-III inh	ADAM17 inh	ADAM10 inh	ssDAF-12 act	PLCb3 inh	hgDAF12 agonist	FXN GAA850 act
CCOc1cc(/C=N\NC(=O)c2ccc(NC(=O)C(C)(C)C)cc2)ccc1OC(=O)c1cccc(C)c1	-3.9	-1.0	-1.5	0	0	4	4	-1.7	-1	-3.5	-10
Cc1ccc(C(=O)N2CCC(C(=O)NCc3ccco3)CC2)cc1	-0.4	3.1	0.0	1	5	0	2	-1.2	-1	-1.0	-0.8
O=C(O)c1cccc(-n2cccc2/C=C/[N+](=O)[O-])c1	-0.6	1.6	0.4	-18	-6	-5	-6	-1.3	-40	2.7	1.0
CCn1nnnc1SCC(=O)Nc1ccc(OCc2ccccc2)cc1	1.0	0.2	-1.2	1	-14	-6	-14	-0.2	1	2.0	-2.1
Cc1ccc(NC(=O)COc2coc(CN3CCc4ccccc43)cc2=O)cc1Cl	-0.5	-0.6	0.7	-2	4	2	6	-0.5	1	0.8	-0.8
CCOC(=O)c1c(NC(=O)CN2C(=O)NC3(CCC(C)CC3)C2=O)sc(C(=O)N(C)C)c1C (centres undefined)	-1.4	-0.6	-0.6	-3	-4	-1	-1	-1.2	-10	0.4	3.8
CN(C)CCNC(=O)c1cccc(-c2cnc3c(NC=O)cc(-c4cc(F)c(F)c(F)c4)cn23)c1	-1.0	nt	0.5	-26	1	-8	-22	-1.0	-40	3.5	-0.5
Cn1c(SCc2nc(-c3ccc(Br)cc3)no2)nnc1-c1ccco1	-0.5	-1.7	-0.1	-3	-7	-2	-3	-1.1	-6	2.5	-0.9
CSc1ccc(C(=O)C2CCCN(C(=O)Cc3nonc3C)C2)cc1 (centres undefined)	-1.9	0.5	-0.2	-1	-3	0	-4	-1.6	3	-1.6	0.1
CCc1ccc(NC(=O)CCn2c(=O)oc3ccccc32)cc1	-2.5	-0.3	-1.1	-1	-5	1	-6	-0.6	0	-2.2	-0.3
O=C(NCC(F)(F)F)c1ccc2sc([C@H]3C[C@H](O)[C@@H](CO)O3)nc2c1	0.5	nt	0.3	2	13	2	-15	-0.5	0	-3.0	2.4
Oc1ccccc1C1=Nc2nc3ccccc3n2C(c2ccccc2)C1 (centres undefined)	4.4	1.1	1.7	-158	-4	-34	-97	0.8	-182	13*	-0.2
COc1ccc(CC(=O)NCc2n[nH]c(=S)n2-c2ccccc2OC)cc1	1.1	1.4	0.3	-3	2	-2	-2	-0.8	0	5.9	0.7
CCOC(=O)C1=CC[C@H]2c3c(c4ccccc4n3C)C(=O)C1N2C	0.7	5.1*	0.2	-3	8	-1	7	-1.0	-4	-1.1	1.8
O=C(CCc1ccccc1)Nc1ccc2c(c1)OCO2	2.0	3.8	1.0	2	7	-5	-8	-1.1	-4	9.6	3.8
N#C/C(=C\c1cccnc1)c1ccccc1[N+](=O)[O-]	-1.3	-1.0	-0.9	-3	0	-4	-4	-1.4	-6	0.0	1.3
CC1NC(=O)c2cc3ccccc3cc2-n2c1nc1ccc(F)cc1c2=O (centres undefined)	6.2*	0.8	0.2	0	1	-2	-10	-0.1	0	2.5	1.7
COc1ccc(Cc2cc(NCc3ccccc3)c3ncn(C(C)C)c3c2)cc1	0.2	0.8	-0.3	6	12	8	19	-1.6	1	1.0	0.3
Cc1cccc(CN(C(=S)Nc2c(C)cccc2C)c2cccnc2)c1	1.0	0.3	-0.8	-1	-2	-6	-6	-1.0	-9	-0.3	0.0
C=CCSc1nc2ccccc2c(=O)n1Cc1ccccc1	-1.1	-2.2	-0.7	2	-4	3	4	-1.9	0	-3.3	4.8
CC(=O)N=c1sc(C(C)(C)C)c(C)n1C	-0.5	-0.6	0.3	9.8*	6	3	7	-1.5	1	1.7	0.7
COc1ccc2oc(=N)c(C(=O)Nc3ccc(F)cc3)cc2c1	0.5	-0.7	0.1	-24	0	-12	-25	-0.3	-44	-0.9	1.8
CS(=O)(=O)N1CCN(c2ccc(NC(=O)COc3ccccc3)cc2)CC1	0.2	nt	-0.3	-3	0	-4	-10	-1.8	-3	-4.3	2.0
Nc1c(C(=O)c2ccccc2)oc2ccccc12	2.9	0.5	0.4	-19	0	1	5	-0.5	-29	7.8	4.9
CC(C(=O)N1CCCCCC1)N(c1ccc(Cl)cc1)S(C)(=O)=O (centres undefined)	-1.5	0.3	-0.2	1	0	-2	1	-0.9	-8	1.6	-1.8
Cc1ccc(NC(=O)CN2C(=O)NC(C)(CC(C)C)C2=O)c(Br)c1 (centres undefined)	-1.3	-0.8	-2.5	-2	-2	-1	-5	-1.3	4	-1.3	-2.4
COc1cc(C2CC(=O)c3cnc(NC(=O)COc4ccccc4)nc3C2)cc(OC)c1OC (centres undefined)	-2.1	0.8	-0.1	-3	-3	-2	2	-1.6	-4	-0.6	-0.2
Brc1ccccc1OCCCN1CCCC1	-0.7	0.3	0.3	0	-6	-2	-5	-1.6	1	0.5	0.0
COc1c(N2CCN(C(=S)Nc3ccccc3F)C(C)C2)c(F)cc2c(=O)c(C(=O)O)cn(C3CC3)c12 (centres undefined)	-0.3	4.2*	-0.1	-170	5	-72	-219	-0.3	-256	-2.3	-1.3
N#CCCN(Cc1cccnc1)C(=S)NCc1ccco1	0.8	3.4	-0.1	0	-3	5	-1	-0.9	5	-0.4	1.5
CSc1cnc2c(=O)[nH]c(=O)n(C)c2n1	1.4	0.3	-0.1	4	-1	0	-4	-1.9	4	3.5	1.6
CNS(=O)(=O)c1cccc(C(=O)OCC(=O)c2cc3ccccc3o2)c1	1.8	0.1	0.2	-5	-31	-1	-2	-0.3	-17	0.1	2.2
O=S1(=O)c2c(NCc3ccco3)cccc2Oc2ccccc2CN1Cc1cn(Cc2ccc(C(F)(F)F)cc2)nn1	-2.5	nt	0.8	-29	-5	0	-8	-0.8	-50	-2.3	nt
O=C(OCC(=O)c1c[nH]c2ccccc12)c1cccc([N+](=O)[O-])c1	2.8	0.2	0.4	-10	-17	-4	-1	1.8*	-22	6.2	2.5
O=C(C[n+]1ccc(C(=O)NCc2ccccc2)cc1)c1ccc(Cl)cc1	-0.5	0.8	0.5	-27	2	-8	-39	-1.3	-60	0.0	1.5
CN(Cc1ccccc1)S(=O)(=O)c1ccc(S(=O)(=O)N(Cc2ccc(F)cc2)C2CCCC2)cc1	-0.5	-0.8	0.0	-1	-3	-4	5	-1.4	2	-1.7	-2.9
Cc1ccc(NC(=O)C/C(N)=N/O)cc1Cl	-3.1	0.2	0.1	-5	-16	-1	-6	-1.3	-12	0.1	-1.3
NCC(=O)NCC(=O)NC[C@H]1O[C@@H](n2cnc3c(N)ncnc32)[C@H](O)[C@@H]1O	-3.0	0.8	0.9	1	8	-8	-12	-1.9	0	-0.6	0.8
N#CC(C#N)=Cc1cc2ccccc2nc1N1CCOCC1	1.5	-0.8	-0.1	-11	-2	-11	-25	-0.6	-10	0.9	1.2
CC(=O)Nc1ccc(NC(=O)C(=O)NCC(c2ccco2)N2CCc3ccccc3C2)cc1 (centres undefined)	0.3	1.1	-1.2	-13	-11	-2	-4	-0.8	-14	2.7	1.0
N#Cc1ccc(-c2csc(NC(=O)C3CC3)n2)cc1	-1.9	-0.7	-1.1	-28	-2	-21	-85	-0.8	-38	1.5	0.8
COc1cc2c(cc1OC)CN(C(=O)c1ccc([N+](=O)[O-])o1)CC2	-1.6	-2.5	-1.1	-21	6	-11	-6	-1.1	-30	-2.3	-1.3
CCOC(=O)/C(C)=N/Nc1nc(-c2ccc(NC(C)=O)cc2)cs1	-2.0	nt	-0.6	-6	1	-1	-1	-1.8	-6	-2.2	0.8
CCOc1ccc(NC(=O)CCN2C(=O)c3cccc([N+](=O)[O-])c3C2=O)cc1	-0.6	1.4	0.1	0	-1	-2	-1	-0.3	-5	-2.4	-0.6
CCOC(=O)CNC(=O)CSc1ncnc2c1cnn2Cc1ccccc1	-0.7	-0.8	-0.1	7	9	7	7	-0.4	3	2.0	0.0
O=C(Nc1ccccc1)c1ccc(OC(=O)c2cc3ccccc3o2)cc1	1.1	0.5	-0.1	3	6	-1	5	-0.8	4	2.0	-3.2
O=C1c2ccccc2CN1Cc1ccccc1	-1.3	-0.4	-0.5	2	-2	2	-3	-0.3	-1	-2.4	-1.4
Cc1ccc(S(=O)(=O)CCC(=O)NCc2ccccc2F)cc1	-2.1	0.1	-0.8	2	3	0	6	-1.0	-1	1.0	1.5
CCOC(=O)c1ccc2nc(NC(=O)c3cccs3)sc2c1	4.6	4.8*	2.7	-9	3	-3	-7	-0.2	-12	12*	4.7
CCC(=O)NC(NCC1CCCO1)C(Cl)(Cl)Cl (centres undefined)	1.3	1.4	0.5	1	3	-5	7	-1.1	1	0.4	-3.0
O=C(Oc1ccc(Br)cc1C(=S)N1CCCC1)c1ccccc1Cl	-1.2	1.6	0.2	1	-3	1	10	-1.3	2	-0.5	1.6
CCN1CCN(CCCNC(=O)c2ccc3c(c2)NC(=O)/C(=C\c2cccc(C)c2)S3)CC1	0.1	-0.8	0.4	-62	-7	-2	2	-1.3	-93	-0.5	-1.1
COCCCNC(=O)Cc1ccc(-n2c(C)nc3cccnc32)cc1	-0.8	0.9	-0.1	-7	-5	-10	-13	-0.4	-7	-1.0	-1.3
O=C(NCc1ccco1)c1cnn2c1NC(c1ccc(Br)cc1)CC2C(F)(F)F (centres undefined)	-0.1	0.0	-0.3	9	-17	6	15	-1.3	1	-0.9	-0.5
CCc1cc(=O)oc2cc(OC3CCCCC3=O)ccc12 (centres undefined)	-0.9	0.0	0.0	-44	0	-100	-270	-1.0	-64	1.9	2.4
Cc1ccc2c(c1)-c1c(ssc1=S)C(C)(C)N2C(=O)CSc1nncn1C	-1.0	-0.3	0.0	1	13	1	4	-1.2	2	-1.9	2.1

# Next part:
SMILES	hcDAF12 agonist	DAX1 inh-1	DAX1 inh-2	PLCg1 inh	sPLA2-III inh	ADAM17 inh	ADAM10 inh	ssDAF-12 act	PLCb3 inh	hgDAF12 agonist	FXN GAA850 act
O=S(=O)(NC1CC2CCC1C2)c1ccc(Br)s1 (centres undefined)	0.6	1.0	-0.3	4	-15	4	9	-1.3	5	-1.2	-0.6
COc1ccc(NC(=S)N/N=C/c2ccc(F)cc2)cc1OC	-0.2	-0.4	1.9	-1	9	-2	3	-1.3	-6	11*	6.0
Cn1c(=O)c2cc(S(=O)(=O)NC(C(=O)NCc3cccnc3)c3ccccc3)ccc2n(C)c1=O (centres undefined)	-2.1	1.3	0.3	2	-1	-2	-3	-0.4	3	1.4	-0.4
COc1ccc(-c2cc3ccc(OCC(C)=O)cc3oc2=O)cc1OC	4.0	0.4	2.8	-316	4	-8	-27	-1.1	-451	4.1	3.4

# No enrichment for hits. Share with any hit: about 6.9%.
